# ALOX12 inh: inhibitors of human 12S-lipoxygenase ALOX12; purified 12hLO, xylenol orange hydroperoxide absorbance; actives 1.1% (n = 580,000); Potency, µM (highest dose often 108 µM), for the others: at the highest dose activity change, negative = inhibition, usual class: inhibitors; further: potency means the concentration at half of the fitted maximal effect; on the % scale 0 is the no-effect control and ±100 the full control effect
# Target sequence (P18054 whole entry, looked up): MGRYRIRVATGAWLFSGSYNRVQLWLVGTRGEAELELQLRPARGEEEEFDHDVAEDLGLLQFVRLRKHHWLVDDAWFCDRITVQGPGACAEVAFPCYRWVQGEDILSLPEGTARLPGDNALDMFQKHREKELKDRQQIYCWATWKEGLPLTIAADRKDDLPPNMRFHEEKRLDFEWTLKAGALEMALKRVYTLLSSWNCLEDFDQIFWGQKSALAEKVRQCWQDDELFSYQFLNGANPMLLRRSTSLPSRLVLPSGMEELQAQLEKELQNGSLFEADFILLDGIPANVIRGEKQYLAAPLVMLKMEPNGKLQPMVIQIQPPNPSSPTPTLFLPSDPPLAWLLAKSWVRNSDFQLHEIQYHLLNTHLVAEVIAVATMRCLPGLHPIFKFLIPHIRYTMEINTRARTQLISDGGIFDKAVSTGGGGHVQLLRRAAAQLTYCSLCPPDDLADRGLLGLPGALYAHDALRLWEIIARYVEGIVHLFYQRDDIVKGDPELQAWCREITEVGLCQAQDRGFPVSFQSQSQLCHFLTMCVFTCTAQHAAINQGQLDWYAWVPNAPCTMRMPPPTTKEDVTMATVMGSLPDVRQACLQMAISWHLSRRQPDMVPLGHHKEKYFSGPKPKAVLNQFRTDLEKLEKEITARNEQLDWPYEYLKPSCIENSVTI
#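 Hydroperoxide product was detected by ferrous iron/xylenol orange as the 573 to 405 nm absorbance ratio. Arachidonic acid at 40 uM (final) was turned over for 30 min at room temperature by 150 nM human 12hLO, pH 7.0 Hepes buffer, after 15 min compound preincubation.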
# GLS inhibitor: inhibitors of human glutaminase (GLS) | GLS enzymatic activity, qHTS titration | actives 0.21% (n = 410,000) | Potency, µM (titrated, usually from 45.5 µM), inactives show at the top dose activity change, negative = inhibition, most hits filed as inhibitors | AID 624170; further: potency means the concentration at half of the fitted maximal effect; on the % scale 0 is the no-effect control and ±100 the full control effect
#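 hKGA in 45 mM KH2PO4 pH 8.2, 0.02% Tween-20 with pin-transferred compounds; 1 mM L-glutamine (stock) plus glutamate oxidase/HRP/Amplex Red coupling added. Fluorescence read initially and after 30 min at RT.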
# RGS4 inhibitor: blocks human RGS4-accelerated GTP hydrolysis. P49798. Transcreener GDP fluorescence polarization, RGS4-accelerated GTP hydrolysis. Potency, µM (top dose mostly 114 µM), inactives show top-dose activity change, negative = inhibition, hits mostly inhibitors. actives 0.039% (n = 390,000). AID 504845; further: potency means the concentration at half of the fitted maximal effect; on the % scale 0 is the no-effect control and ±100 the full control effect; nearly all actives have a fitted effect of over 75% in size; some results filed as inactive show a strong effect at the top dose
#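 MLSMR compounds (23 nl, pin-transferred) preincubated 10 min at room temperature with a 500nM (2x) first reagent, then RGS4 at 900nM (2x) plus Transcreener GDP mix added; fluorescence polarization (620/688 nm) read before and after 90 min at 30 °C.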
# JMJD2A Tudor inh: inhibitors of human JMJD2A Tudor domain; Potency, µM (doses to about 114 µM), without a hit: at the top dose activity change, negative = inhibition, hits mostly inhibitors; O75164; actives 4.4% (n = 390,000); AlphaScreen JMJD2A-Tudor / H3K4me3 peptide binding; AID 504339; further: potency means the concentration at half of the fitted maximal effect; on the % scale 0 is the no-effect control and ±100 the full control effect; nearly all actives have a fitted effect of over 50% in size
# BAZ2B inh: BAZ2B (human) inhibition; actives 4.4% (n = 360,000); Q9UIF8; AlphaScreen BAZ2B-H3K14Ac peptide displacement; Potency, µM (top dose mostly 114 µM), for inactives: at the highest dose activity change, negative = inhibition, usual class: inhibitors; AID 504333; further: potency means the concentration at half of the fitted maximal effect; on the % scale 0 is the no-effect control and ±100 the full control effect; nearly all actives have a fitted effect of over 60% in size
#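 Compounds, titrated to a top concentration of 110 uM, were incubated 30 min at room temperature with preformed BAZ2B/acetyl-K14 H3 peptide complex (50 nM each). Proximity signal was measured by AlphaScreen after 20 min with beads.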
# HP1b chromo inh: inhibitors of HP1-beta chromodomain binding to methylated histone tails | actives 0.56% (n = 390,000) | AlphaScreen HP1-beta / biotin-H3K9me3 peptide binding | Potency, µM (titrated, usually from 114 µM), for inactives: at the highest dose activity change, negative = inhibition, actives largely listed as inhibitors; further: potency means the concentration at half of the fitted maximal effect; nearly all actives have a fitted effect of over 70% in size; inactives centre near 23
#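 HP1-beta protein (50 nM final) preincubated 30 min at room temperature with biotinylated H3(1-18)K9me3 peptide (50 nM) in PBS pH 7.4, 0.01% Tween-20, then compound added for 30 min. AlphaScreen streptavidin donor/nickel chelate acceptor beads (10 ug/mL final), 30 min dark, luminescence read.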
# ERG Ets-DNA blk: inhibitors of human ERG Ets domain-DNA interaction | fluorescence polarization, His-ERG Ets domain / labelled DNA | P11308 | actives 0.028% (n = 370,000) | Potency, µM (highest dose often 76.9 µM), for inactives: at the highest dose FP activity, negative = inhibition, actives largely listed as inhibitors; active means well fitted inhibition curve with a large enough effect in the polarisation, with a control signal flat; inconclusive means small, poorly fitted or top-dose-only effect, or effect the other way, or a change in a side signal; inactive means no such curve, though single readings can be large or run the other way; the % refers to the polarisation;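 further: polarization taken with two DNA probes labelled with fluorescein and Texas red; potency means the concentration at half of the fitted maximal effect; % of control where 0% means no effect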
#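 His-tagged ERG Ets domain (1 uM in the protein solution; 300mM KCl, 50mM Tris-HCl, 1mM EDTA, 1mM DTT, pH 7.5) received compound, then a probe mix of 5 nM fluorescein-DNA and 100nM Texas-615-DNA. Fluorescence polarization was read for both dyes.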
# PI4K2A inh: blocks human PI4K2A kinase activity. Q9BTU6. purified PI4K2A, ADP-Glo luminescence, 1 h; stronger effect = lower value. activity change, negative = inhibition, % at 76.9 µM. actives 0.13% (n = 420,000). AID 1346378; in the data active means activity change below about -50%; inconclusive means mostly about -30% to -49%;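 further: -100% = wells without enzyme as full effect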
#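 Compounds are screened against recombinant PI4K2A using PI as substrate and ATP, the latter dispensed at 300 microM. Reactions run one hour at ambient temperature before ADP-Glo detection; full inhibition defined by wells lacking enzyme.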
# G9a block: blocks human histone lysine methyltransferase G9a. Q96KQ7. G9a H3K9 monomethylation, AlphaScreen, 2 h. Potency, µM (top dose mostly 102 µM), without a hit: at the highest dose activity, negative = inhibition, usual class: inhibitors. actives 8.8% (n = 350,000). AID 504332; further: potency means the concentration at half of the fitted maximal effect; on the % scale 0 is the no-effect control and ±100 the full control effect; nearly all actives have a fitted effect of over 75% in size
# Target sequence (Q96KQ7 913-1193 limits assumed): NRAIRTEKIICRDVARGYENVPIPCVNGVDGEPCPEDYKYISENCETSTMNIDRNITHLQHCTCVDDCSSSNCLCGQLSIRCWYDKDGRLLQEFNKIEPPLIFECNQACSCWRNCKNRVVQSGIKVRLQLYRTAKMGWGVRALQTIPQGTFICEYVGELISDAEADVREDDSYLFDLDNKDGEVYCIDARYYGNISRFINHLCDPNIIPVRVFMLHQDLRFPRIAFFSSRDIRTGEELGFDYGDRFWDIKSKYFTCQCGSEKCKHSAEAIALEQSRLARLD
#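 G9a (20 nM) preincubated 15 min RT with compounds, then 500 nM biotinylated H3K9 peptide and 20 uM SAM added; 2 h RT reaction. Monomethyl-H3K9 product detected by AlphaScreen with anti-H3K9me1 antibody, streptavidin donor and anti-rabbit IgG acceptor beads.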
# * = called active by the depositor; u = inconclusive; x = not tested or not shown; & = joins results of further samples; [ ] = remark or other dose. Unless noted, the call rests on the fitted dose curve; in most records, active means well fitted curve in the direction sought with a large enough effect; inconclusive means small, poorly fitted or top-dose-only effect, or another doubt; inactive means no such curve, though single readings can be large; an effect the other way counts as inactive or inconclusive. A portion of the library; the hit share may differ from the screen's.
SMILES,ALOX12 inh,GLS inhibitor,RGS4 inhibitor,JMJD2A Tudor inh,BAZ2B inh,HP1b chromo inh,ERG Ets-DNA blk,PI4K2A inh,G9a block
COCCNC(=O)C1CCN(C(=O)c2cc3sccc3n2Cc2ccc(Cl)cc2)CC1,-15%,6%,0%,-16%,-18%,25%,2%,1,-30%[59 µM]
O=C1c2ccccc2S(=O)(=O)N1Cc1cc(=O)n2ccsc2n1,-39%,5%,36%,0%,-28%,26%,-3%,2,2%[59 µM]
COc1ccc(NC(=O)COC(=O)C2CC2)cc1S(=O)(=O)N1CCCCC1,-8%,-2%,9%,-12%,-5%,27%,5%,2,-16%[12.7 µM]
CCCC(=O)Nc1ccc(NC(=O)c2ccccn2)cn1,0%,11%,-7%,3.2µM*,-24%,9%,1%,-4,u
COC(=O)C1C(=O)C(C(=O)/C=C/c2ccccc2)C(=O)CC1(C)C (stereo unspecified),-6%,-3%,-14%,-28%,-37%,29%,-6%,-15,u
CCC(C)(C)n1nnnc1C(c1cc2cc(C)cc(C)c2[nH]c1=O)N1CCCC1 (stereo unspecified),-12%,-9%,-30%,u,0%,11%,0%,3,7.9µM*
O=C(Nc1cccc(-c2ccc(N3CCOCC3)nn2)c1)c1ccccc1,u,-3%,4%,-5%,6%,27%,-12%,6,-22%
O=C(CNC(=O)c1cccc(Cl)c1)NCCCSc1ccccc1,-9%,-8%,-11%,17%,6%,26%,22%,4,6%
CC(C)NC(=O)[C@]1(C)CCC[C@@]2(C)C3CC[C@@]4(C)C[C@]3(CCC21)CC4=O (stereo partly specified),13%,-1%,-22%,-17%,-9%,26%,-3%,3,8%[0.501 µM]
CC(C)N1CCC(N2CCN(Cc3nc4ccccc4s3)CC2CCO)CC1 (stereo unspecified),0%,2%,-20%,-22%,1%,18%,2%,-2,-3%[12.7 µM]
Cc1ccc(OCCn2c(Br)nc3c2c(=O)n(C)c(=O)n3C)cc1,-1%,1%,-15%,-9%,0%,62%,0%,-3,-12%[59 µM]
CCOC(=O)Cc1csc(NC(=O)c2ccc(S(=O)(=O)N3CCCCC3)cc2)n1,0%,u,-23%,-24%,-1%,6%,2%,1,33%[12.7 µM]
COc1cccc2cc(-c3nc4ccccc4o3)c(=O)oc12,4%,-10%,u,-9%[11.4 µM],-12%,15%,3%,-2,-29%
Cc1nc(N2CCN(c3ccccn3)CC2)c2c(C)c(C(=O)Nc3ccc(Br)cc3C)sc2n1,-9%,-1%,-32%,2%,-2%,27%,-12%,-3,-26%
Cc1cc(C)cc(NC(=O)CSc2cc(C(=O)c3nccn3C)c3ccccc3n2)c1,-12%,-2%,u,-7%,10%,17%,4%,1,-4%[59 µM]
COc1ccccc1NC(=O)C1=C(C)Nc2ncnn2C1c1ccc[nH]1 (stereo unspecified),-5%,u,-44%,56µM*,u,17%[57 µM],1%,-8,-44%[59 µM]
CCOC(=O)c1cnc(SCC(C)C)nc1N,-37%,12%,22%,1%,47%[activator],10%,-6%,5,7%[59 µM]
O=C(NCCc1ccccc1)C1CC(=O)N(C2CCCC2)C1 (stereo unspecified),1%,5%,3%,-7%,1%[57.1 µM],16%[57 µM],-4%,9,1%
Cc1ccc(SCC(=O)NNC(=O)c2ccccc2)c(C)c1,9%,2%,18%,0%,-8%,36%[activator],-8%,3,12%
O=C(CN1C(=O)NC2(CCCC2)C1=O)Nc1nc(-c2ccc(F)c(F)c2)cs1,368%[activator],5%,9%,-15%,11%,19%,-5%,-3,12%[12.7 µM]
O=C1C2C3C=CC(C3)C2C(=O)N1CCC(=O)N1CCc2ccccc21 (stereo unspecified),0%,3%,9%,2%,u,27%,-1%,-19,-6%[59 µM]
CCCCC1C(C#N)=C(C)NC2=C1C(=O)CC(C)(C)C2 (stereo unspecified),0%,8%,-9%,14%,0%,62%[activator],-8%,-3,2%[12.7 µM]
COc1ccc(N=Cc2c(OC)ccc3ccccc23)cc1,23%,14%,-39%,-11%,x,14%,-14%,1,x
CCN1CCCC1CNC(=O)c1cc(S(N)(=O)=O)ccc1OC (stereo unspecified),-2%,4%,u,-2%,x,31%,10%,2&-3,u
C=C(C)Cn1c(Sc2nnc(C)s2)nc2c1c(=O)[nH]c(=O)n2C,-2%,0%,6%,-6%,7%,22%,2%,-3,12%
O=C(/C=C/c1ccc([N+](=O)[O-])cc1)Nc1ncc([N+](=O)[O-])s1,0%,-14%,0%[56.9 µM],-31%,35µM*,9%,-2%,0,50µM*
CCCn1c(SCC(=O)Nc2cccc(S(=O)(=O)N(C)C)c2)nc2ccccc2c1=O,-6%,3%,-19%,-8%,-7%,27%,-1%,-4,u
CCC(C)SCc1nc2ccccc2[nH]1 (stereo unspecified),6%,9%,-23%,10%,-3%,55%[activator],3%,9,-9%
CCN(C(=O)C(NS(=O)(=O)c1ccc(Br)s1)c1ccccc1)c1ccc(C)c(C)c1 (stereo unspecified),-18%,-6%,8%,-27%,-7%,-1%,3%,1,-9%[59 µM]
CCOC(=O)CN1C(=O)C(O)=C(C(C)=O)C1c1ccc(F)cc1 (stereo unspecified),u,7%,u,-35%,71µM*,2%,2%,-6,35µM*
CCOC(=O)c1cc2c(ccn2C)n1CC(=O)N(C)C,u,16%,8%,-15%,-13%,37%,-6%,-3,x
O=C(N[C@@H]1CCC(=O)N(CC[C@H](Sc2ccc(Br)cc2)c2ccccc2)CC1)OCc1ccccc1,u,1%,-3%,-11%,2%,44%[activator],13%,6,-4%[2.33 µM]
O=C(Nc1csc([N+](=O)[O-])c1)Nc1c(Cl)cccc1Cl,492%[activator],10%,0%,-9%,-1%,24%,-19%,-2,0%
CN(C)CCn1c(COc2ccccc2)nc2ccccc21,88%[activator],-6%,-9%,-3%,x,26%,15%,1,x
O=C1/C(=C\c2ccc(Br)o2)SC(=Nc2ccccc2)N1c1ccccc1,0%,-6%,-31%,25µM*,8.9µM*,-32%,11%,-14,40µM*
Cc1ccc(S(=O)(=O)NNC(=O)c2csnn2)cc1,-20%,22%,-12%,18µM*,-5%,19%,-2%,5,u
Cn1c(=O)c2c(nc(N3CCCCC3)n2CCCNC2=NCCCC2)n(C)c1=O,u,-2%,-11%,-9%,-3%,33%[activator],4%,-2,19%[12.7 µM]
Cn1c(CSCc2ccccc2Cl)n[nH]c1=S,u,-5%,-19%,u,-26%,9%,2%,-3,x
O=C(COC(=O)Cc1ccc(S(=O)(=O)N2CCOCC2)s1)Nc1ccccc1,-21%,-2%,-18%,-12%,x,31%[57 µM],29%,0,x
CC(=O)OCC(=O)Nc1ccc(C(C)=O)cc1,u,4%,9%,2%,-36%,19%,4%,5,35%[0.501 µM]

# Single values from above:
# Entry for Cn1c(=O)c2c(nc(N3CCCCC3)n2CCCNC2=NCCCC2)n(C)c1=O in PI4K2A inh: -2
# Entry for CCN(C(=O)C(NS(=O)(=O)c1ccc(Br)s1)c1ccccc1)c1ccc(C)c(C)c1 (stereo unspecified) in JMJD2A Tudor inh: -27%
# Entry for O=C1/C(=C\c2ccc(Br)o2)SC(=Nc2ccccc2)N1c1ccccc1 in JMJD2A Tudor inh: 25µM*

# Remaining list, next part:
SMILES,ALOX12 inh,GLS inhibitor,RGS4 inhibitor,JMJD2A Tudor inh,BAZ2B inh,HP1b chromo inh,ERG Ets-DNA blk,PI4K2A inh,G9a block
COC(=O)c1c(C(=O)OC)c(-c2ccc(F)cc2)n2c1CS(=O)(=O)C2,-5%,-2%,1%,2%,5%,36%,-5%,-5,-8%[2.33 µM]
CCCCn1c(N)c(N(CCOC)C(=O)c2ccc(N3C(=O)CCC3=O)cc2)c(=O)[nH]c1=O,u,4%,31%,-5%,-3%,32%,1%,0,10%[0.501 µM]
COc1ccc(-c2cc(C(F)(F)F)nc(SCC(=O)Nc3cc(C)on3)n2)cc1OC,13%,11%,-1%,-4%,23%,23%,0%,-5,17%[59 µM]
CC(C)c1ccc(N=C(N)N=C(N)N)cc1,7%,3%,11%,-20%,-4%,17%,9%,4,14%
CCOc1ccc(OCCC(=O)OCC(=O)NNC(=O)c2ccccc2)cc1,-26%,11%,1%,-16%,-7%,19%,-3%,-3,u

# Quoted at random: two compounds from above
SMILES,ALOX12 inh,GLS inhibitor,RGS4 inhibitor,JMJD2A Tudor inh,BAZ2B inh,HP1b chromo inh,ERG Ets-DNA blk,PI4K2A inh,G9a block
COc1ccc(-c2cc(C(F)(F)F)nc(SCC(=O)Nc3cc(C)on3)n2)cc1OC,13%,11%,-1%,-4%,23%,23%,0%,-5,17%[59 µM]
CCCCn1c(N)c(N(CCOC)C(=O)c2ccc(N3C(=O)CCC3=O)cc2)c(=O)[nH]c1=O,u,4%,31%,-5%,-3%,32%,1%,0,10%[0.501 µM]

# Rewritten with bars between the fields: part of the list above.
Compound | ALOX12 inh | GLS inhibitor | RGS4 inhibitor | JMJD2A Tudor inh | BAZ2B inh | HP1b chromo inh | ERG Ets-DNA blk | PI4K2A inh | G9a block
COc1ccc(-c2cc(C(F)(F)F)nc(SCC(=O)Nc3cc(C)on3)n2)cc1OC | 13% | 11% | -1% | -4% | 23% | 23% | 0% | -5 | 17%[59 µM]
CC(C)c1ccc(N=C(N)N=C(N)N)cc1 | 7% | 3% | 11% | -20% | -4% | 17% | 9% | 4 | 14%

# Screening data: PubChem BioAssay, National Center for Advancing Translational Sciences (NCATS)
